# Assay outcomes: PubChem, several laboratories
# STAT3 inh: STAT3 signaling inhibition; actives 0.89% (n = 190,000); U3A cells, IL-6 STAT3-luciferase reporter, luminescence; host cell line lacks STAT1; inhibition, % at 5.5 µM; AID 862;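 active = inhibition above the mean inhibition across all screened compounds plus 3 SD, cut at about 44% in these data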;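 also: 0% = DMSO only wells and 100% = 100 µM nifuroxazide control wells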
# SRC2 TRFRET art: counter-screen for PPARgamma SRC-2 recruitment agonists: TR-FRET artefact; TR-FRET ratio at 8 µM; stronger effect = higher value; actives 0.4% (n = 200,000); in the data active = TR-FRET ratio above about 2000; also: inactives centre near 1500; reference of the scale not given here
# S1P3 antag: blocks the human S1P3 receptor; Q99500; CHO S1P3 NFAT-BLA reporter, FRET fluorescence, antagonist mode; inhibition, % at 4.98 µM; actives 0.27% (n = 170,000);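 active = inhibition above the plate cutoff, the mean inhibition of test wells on that plate plus 3 SD, cut at about 28% in these data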;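 also: cells challenged with S1P at its EC80 of 0.8 µM; blue over green emission ratio from cleaved BLA substrate after 4 h stimulation; 0% = S1P-stimulated wells and 100% = unstimulated DMSO-only wells; some compounds past the cut are filed as inactive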
# PPARg SRC3 recr: promotes SRC-3 coactivator recruitment by human PPARgamma. activation, % at 8 µM. actives 0.26% (n = 200,000). biochemical PPARgamma/SRC-3 coactivator recruitment assay. P37231. AID 731; in the data active = activation above about 23%;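 also: 0% = DMSO and 100% = reference agonist; some compounds past the cut are filed as inactive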
# Target sequence (P37231 whole entry, looked up): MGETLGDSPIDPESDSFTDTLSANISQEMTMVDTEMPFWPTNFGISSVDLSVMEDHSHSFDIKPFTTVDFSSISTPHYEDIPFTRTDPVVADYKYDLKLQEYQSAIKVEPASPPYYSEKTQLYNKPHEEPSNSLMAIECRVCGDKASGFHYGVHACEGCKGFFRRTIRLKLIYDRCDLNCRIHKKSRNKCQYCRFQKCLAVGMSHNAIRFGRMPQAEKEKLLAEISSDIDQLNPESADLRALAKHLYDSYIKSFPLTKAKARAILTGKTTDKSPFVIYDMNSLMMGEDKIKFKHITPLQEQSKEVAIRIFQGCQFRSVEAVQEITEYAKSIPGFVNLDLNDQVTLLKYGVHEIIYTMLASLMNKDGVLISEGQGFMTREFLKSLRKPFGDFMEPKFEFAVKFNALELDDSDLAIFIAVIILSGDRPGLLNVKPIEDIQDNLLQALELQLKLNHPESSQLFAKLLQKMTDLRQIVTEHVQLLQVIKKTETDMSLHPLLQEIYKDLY
# ROMK primary: modulators of human ROMK potassium channel; P48048; Tet-inducible ROMK, thallium flux fluorescence; actives lie on both sides; B-score at 10 µM; actives 2% (n = 130,000);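 active = signal ratio slope over the read window, or its plate-corrected B-score, at least 3 SD from the plate mean, either direction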;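 also: B-score of the F/F0 ratio slope over 7 to 12 s after thallium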
# Target sequence (P48048 whole entry, looked up): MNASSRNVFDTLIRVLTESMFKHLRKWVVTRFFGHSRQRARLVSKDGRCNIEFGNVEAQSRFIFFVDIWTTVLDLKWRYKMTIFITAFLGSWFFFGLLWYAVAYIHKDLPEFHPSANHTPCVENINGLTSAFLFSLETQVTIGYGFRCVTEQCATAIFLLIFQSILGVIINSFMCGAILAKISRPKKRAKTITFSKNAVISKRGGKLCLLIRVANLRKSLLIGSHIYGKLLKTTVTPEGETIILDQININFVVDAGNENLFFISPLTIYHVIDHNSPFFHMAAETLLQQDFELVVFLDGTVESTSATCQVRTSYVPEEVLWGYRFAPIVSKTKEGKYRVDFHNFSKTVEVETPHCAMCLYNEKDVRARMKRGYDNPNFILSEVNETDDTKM
# TLR4 MyD88 comp: inhibitors of human TLR4-MyD88 binding | HeLa CL3-4 TLR4/MyD88 BLA complementation, FRET ratio | inhibition, % at 8.4 µM | actives 0.18% (n = 200,000); in the data active = inhibition above about 25%;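 also: 0% = vehicle and 100% = reference inhibitor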
# STAT3 act: activators of IL-6 induced STAT3 signaling | actives 0.91% (n = 190,000) | U3A cells, IL-6 STAT3-luciferase reporter, luminescence; 100% = signal with IL-6 EC80 alone | AID 871 | activation (% of control), % at 5.6 µM;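 active = activation above the screen-wide mean of compound activation plus 3 SD, cut at about 130% in these data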;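 also: 0% = background luminescence of wells with medium and substrate only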
#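 Material: human U3A cells carrying STAT3-luciferase construct. Measured by: reporter luminescence signal. Timing: compound 1 h, then IL-6 6 h at 37 °C.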
# RAM inhibit: inhibitors of the yeast RAM network; S. cerevisiae dse1pr::URA3 reporter, 5-FOA growth OD615, 2 d; analog-sensitive cbk1-as2 kinase mutant strain; inhibition, % at 50 µM; actives 1.8% (n = 190,000); AID 868;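 active = inhibition above a set limit, 3 SD over mean compound inhibition, cut at about 8.4% in these data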;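 also: 0% = DMSO-only wells with no growth and 100% = 10 µM 1-NA-PP1 full growth; inhibition rescues growth on 5-FOA so higher OD means more RAM inhibition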
# PPARg SRC-2 ag: agonists of SRC-2 recruitment by human PPARgamma; P37231; PPARgamma LBD-SRC-2 recruitment, biochemical; activation, % at 8 µM; AID 1032; actives 0.34% (n = 200,000); in the data active = activation above about 22%;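 also: 0% = vehicle and 100% = reference agonist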
# PPARg SRC-1 ag: PPARgamma-driven SRC-1 recruitment agonism; P37231; actives 0.41% (n = 200,000); activation, % at 8 µM; PPARgamma-SRC-1 coactivator recruitment biochemical assay; in the data active = activation above about 19%;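 also: 0% = DMSO and 100% = reference agonist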
# STAT1 inh: inhibitors of IFN-gamma induced STAT1 signaling; NIH 3T3 STAT1-luciferase reporter, luminescence; AID 920; actives 0.35% (n = 200,000); inhibition, % at 5.5 µM;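 active = inhibition above a set limit, the mean inhibition across all tested compounds plus 3 SD, cut at about 34% in these data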;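 also: 0% = IFN-gamma with DMSO and 100% = IFN-gamma with 300 µM nifuroxazide; values of inactives mirror those of a sister screen read the other way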
# Numbers without * were called inactive; x = no result given.
# Sample of the layout (eleven entries):
SMILES,STAT3 inh,SRC2 TRFRET art,S1P3 antag,PPARg SRC3 recr,ROMK primary,TLR4 MyD88 comp,STAT3 act,RAM inhibit,PPARg SRC-2 ag,PPARg SRC-1 ag,STAT1 inh
Cc1nnc(-c2cccc(C(F)(F)F)c2)nc1N1CCOCC1,18,1638,-12,0,-0.022,9,89,1.4,2,4,-20
Cc1cccc(NC(=O)C2C(c3ccccc3)C2(Cl)Cl)c1 (configuration not stated),12,1590,15,0,0.86,-7,94,8.1,0,6,-1
CNC(=O)C1CC(=O)N(Cc2ccc(OC)c(OC)c2)C(=Nc2ccc(OC)cc2)S1 (configuration not stated),10,1691,x,9,x,8,95,1.1,11,10,4
CCN(C(=S)Nc1cc(S(=O)(=O)N2CCOCC2)ccc1Cl)c1cccc2ccccc12,-35,1427,-3,-4,0.09,-10,130,1.7,5,6,-4
N#C/C(=C/c1ccc(N2CCCCCC2)o1)c1ccc(Cl)cc1,15,1519,x,5,x,21,90,5.5,1,6,9
Nc1nc2ccccc2n1CCOc1ccccc1Cl,20,1575,-11,-4,-3.9*,-1,87,2.1,6,4,7
O=C(CCN1C(=O)C2CCCCC2C1=O)Nc1nc(-c2ccc(F)c(F)c2)cs1 (configuration not stated),2,1599,-2,4,-0.8,2,105,1.4,10,1,-5
CC(NC(N)=O)C12CC3CC(CC(C3)C1)C2 (configuration not stated),3,1632,-24,-1,-0.19,-12,100,-0.2,-2,-4,-3
CCCCCCNC(=O)CCCCCNS(=O)(=O)c1ccc(OC)cc1,6,1520,6,1,-1,-10,98,-0.7,4,3,3
CC(=O)c1c(C)[nH]c(C(=O)Nc2ccc3c(c2)OCCO3)c1C,12,1601,23,7,0.022,-4,92,0.3,11,5,-42
CCSc1nnc(NC(=O)c2csc3c2CCCC3)s1,13,1592,39,15,0.77,-2,92,2.4,4,4,-10

# The listing, from the start:
SMILES,STAT3 inh,SRC2 TRFRET art,S1P3 antag,PPARg SRC3 recr,ROMK primary,TLR4 MyD88 comp,STAT3 act,RAM inhibit,PPARg SRC-2 ag,PPARg SRC-1 ag,STAT1 inh
Cc1nnc(-c2cccc(C(F)(F)F)c2)nc1N1CCOCC1,18,1638,-12,0,-0.022,9,89,1.4,2,4,-20
Cc1cccc(NC(=O)C2C(c3ccccc3)C2(Cl)Cl)c1 (configuration not stated),12,1590,15,0,0.86,-7,94,8.1,0,6,-1
CNC(=O)C1CC(=O)N(Cc2ccc(OC)c(OC)c2)C(=Nc2ccc(OC)cc2)S1 (configuration not stated),10,1691,x,9,x,8,95,1.1,11,10,4
CCN(C(=S)Nc1cc(S(=O)(=O)N2CCOCC2)ccc1Cl)c1cccc2ccccc12,-35,1427,-3,-4,0.09,-10,130,1.7,5,6,-4
N#C/C(=C/c1ccc(N2CCCCCC2)o1)c1ccc(Cl)cc1,15,1519,x,5,x,21,90,5.5,1,6,9
Nc1nc2ccccc2n1CCOc1ccccc1Cl,20,1575,-11,-4,-3.9*,-1,87,2.1,6,4,7
O=C(CCN1C(=O)C2CCCCC2C1=O)Nc1nc(-c2ccc(F)c(F)c2)cs1 (configuration not stated),2,1599,-2,4,-0.8,2,105,1.4,10,1,-5
CC(NC(N)=O)C12CC3CC(CC(C3)C1)C2 (configuration not stated),3,1632,-24,-1,-0.19,-12,100,-0.2,-2,-4,-3
CCCCCCNC(=O)CCCCCNS(=O)(=O)c1ccc(OC)cc1,6,1520,6,1,-1,-10,98,-0.7,4,3,3
CC(=O)c1c(C)[nH]c(C(=O)Nc2ccc3c(c2)OCCO3)c1C,12,1601,23,7,0.022,-4,92,0.3,11,5,-42
CCSc1nnc(NC(=O)c2csc3c2CCCC3)s1,13,1592,39,15,0.77,-2,92,2.4,4,4,-10
Cc1cc(C)n(C(=O)c2ccc(Cl)c(F)c2F)n1,0,1481,-5,-5,-0.14,-1,104,0.6,-6,-3,-7
CCCCCNC(=O)C(C)Sc1ccc(Cl)cc1 (configuration not stated),5,1428,x,4,x,-6,97,-0.9,2,-6,4
CCN(CC)C(=O)/C(NC(=O)c1ccccc1)=C(/Sc1ncccn1)c1ccccc1,14,1589,5,-1,0.02,-12,91,1.2,-1,5,-4
Cc1ccc(-c2oc3ccccc3c(=O)c2OCC(=O)O)cc1,-7,1517,-11,-3,-0.84,24,110,4.3,1,1,-3
COc1cc(C(=S)N2CCOCC2)ccc1OC(=O)Cc1ccc(F)cc1,9,1401,5,-2,-0.047,0,100,1.6,-4,-3,-6
Cc1ccc(-c2cccc(NC(=O)C3C(C(=O)O)[C@@H]4C=C[C@H]3C4)c2)o1 (some centres not stated),4,1539,6,-5,x,9,100,1.8,3,10,-6
COc1cccc(/C=N/n2c(C)nc3ccccc32)c1OC,31,1677,24,-8,-2.7,0,76,3.1,3,12,-7
CCN1C(=O)N(C(C)=O)C2C1N(C(C)=O)C(=O)N2C(C)=O (configuration not stated),3,1471,-5,5,-0.042,0,103,0.7,4,2,-1
COc1ccccc1C(=O)Nc1onc(C)c1C#N,4,1590,-8,2,0.26,7,102,1.5,2,0,-7
CSc1nnc(-c2cccc(NC(=S)NN)c2)o1,23,1732,7,4,x,-7,82,0.8,8,2,-1
CN1CC(c2ccccc2)C(c2ccc(Cl)cc2)=N1 (configuration not stated),-8,1557,-8,3,0.52,-15,105,-0.5,1,4,-5
CCOC(=O)NCc1ccc(CNC(=O)OCC)cc1,3,1564,5,-2,x,5,101,0.7,-2,-6,-3
CCCc1c(C)c2ccc(OCC(C)=O)cc2oc1=O,20,1621,-13,15,1.7,-8,89,0.1,11,6,-34
Cc1cc(C)cc(N(CC(=O)NC2CCCCC2)C(=O)c2ccc(C)s2)c1,9,1750,x,8,x,8,97,2.6,6,1,15
# Following part
SMILES,STAT3 inh,SRC2 TRFRET art,S1P3 antag,PPARg SRC3 recr,ROMK primary,TLR4 MyD88 comp,STAT3 act,RAM inhibit,PPARg SRC-2 ag,PPARg SRC-1 ag,STAT1 inh
C#CCOCCOCCOCCNc1nc(N2CCN(C(=O)[C@H](C)n3cc(CCCN=C(N)N)nn3)CC2)nc(N2CCN(C(=O)[C@H](CCCCN)n3cc(CCCC)nn3)CC2)n1,-6,1507,-3,2,-0.51,-1,103,2.0,9,0,-8
NC(=O)NC(Cc1ccccc1)c1ccccc1 (configuration not stated),14,1864,-12,3,x,-4,91,0.3,2,11,-4
CC(=O)N(C)c1ccc(OCC(O)Cn2c3ccc(Cl)cc3c3cc(Cl)ccc32)cc1 (configuration not stated),11,1622,x,8,x,-3,96,2.1,5,6,5
COc1ccc(OC)c(NC(=O)c2nnn(Cc3ccccc3C)c2N)c1,25,1560,x,-12,x,8,83,0.3,4,5,11
COc1cccc(CNS(=O)(=O)c2cccc(S(=O)(=O)N3CCOCC3)c2)c1,-3,1405,x,-3,0.043,-5,107,0.9,-6,-3,-1
Cc1cc(=O)[nH]c(SCC(=O)Nc2cc(S(=O)(=O)N(C)C)ccc2Cl)n1,2,1660,-20,6,-1.9,0,100,2.7,2,4,2
O=C(OCc1ccc(Cl)cc1)c1ccccc1C(=O)c1ccccc1,8,1502,x,0,x,-4,98,-1.2,1,-1,-2
O=C(Nc1nc2n(n1)C(c1ccc(Cl)cc1)CC(c1ccc(Cl)cc1)N2)c1ccco1 (configuration not stated),-12,1574,-35,-7,-2,-2,113,3.8,-2,5,-3
COC(=O)c1ccc(/C=N/NC(=O)CC(=O)NC(C)C)cc1,2,1496,x,-2,x,1,99,0.4,8,9,13
COc1ccccc1-c1ccc(=O)n(CC(=O)Nc2ccc(C(=O)N3CCCC3)cc2)n1,1,1496,-21,-12,-0.52,5,101,1.2,-13,-5,-7
COc1ccc(-c2noc(CN(C)S(=O)(=O)c3ccccc3)n2)cc1OC,4,1495,-1,5,x,-5,100,x,3,1,-4
O=C(O)c1cccc(CSc2nnc(COc3ccccc3)o2)c1,2,1542,-8,-1,x,-1,99,0.5,-4,-4,10
CSc1ccc(-c2cccc([N+](=O)[O-])c2)nn1,32,1486,-28,3,0.14,-12,79,0.7,4,4,-13
CC1(C)Cc2ccccc2C(Nn2cnnc2)=N1,10,1577,4,1,x,3,95,0.6,-1,-1,4
CC(C)(C)NCC(O)COc1ccccc1C(=O)CCc1ccccc1 (configuration not stated),1,1469,x,6,-3.9*,6,104,-0.8,4,4,6
Cc1ccc(/C=C(\C#N)c2nc3ccccc3[nH]2)s1,28,1831,x,10,x,8,81,1.0,4,13,-71
N#C/C(C(N)=O)=C1/CCc2ccccc2N1,28,1562,x,-11,4.7*,9,80,0.6,-2,2,-4
COc1ccc(NC(=O)Cc2c(F)cccc2Cl)cc1,-2,1402,0,-1,-0.053,-4,103,0.1,-2,4,-28
CC(=O)c1sc(NC(=O)c2ccc(C(C)(C)C)cc2)nc1C,29,1990*,12,17,0.6,5,80,2.9,16,20,-34
CC1(C)CC(=O)C(C=NCCN2CCN(C3CC(=O)N(c4ccc(Br)cc4)C3=O)CC2)=C(O)C1 (configuration not stated),-7,1384,-18,3,x,-1,110,0.2,-2,-8,-4
O=C(NC(=S)Nc1ccccc1)c1csnn1,17,1333,x,-4,x,-8,91,-0.9,8,-4,-11
COCCn1c(SC2CCCCC2=O)nnc1-c1ccncc1 (configuration not stated),-6,1776,-14,8,-0.93,4,105,1.6,4,6,-2
Cc1cccnc1NC(=S)Nc1ccc(Cl)c(Cl)c1,5,1489,9,-2,0.21,-6,101,1.4,4,3,-20
O=C(NNC(=O)c1ccc(Br)o1)c1ccc(NC(=O)c2ccccc2)cc1,16,1830,1,1,0.063,-11,93,4.3,11,9,7
O=C(O)CC1(CC(=O)Nc2ccc3ccccc3c2)CCCCC1,1,1471,x,7,0.34,8,100,1.8,-5,2,-2
CS(=O)(=O)N(Cc1ccc(F)cc1)Cc1nc2ccccc2c(=O)[nH]1,-2,1518,-32,5,x,-10,102,2.2,0,3,2
CC1=CCn2c(=O)c3ccccc3c(=O)n2C1,4,1443,-5,0,-0.072,-1,104,0.7,2,4,-16
CCN(CC)CCNC(=O)C1c2cc(OC)c(OC)cc2C(=O)N(C)C1c1cccs1 (configuration not stated),-3,1604,19,1,-0.0045,-7,104,0.2,-4,7,-11
CC(=O)c1ccc(NC(=O)c2c(C)nn(-c3ccccc3)c2Cl)cc1,4,1550,1,0,0.084,9,100,7.8,5,5,-21
